DENV2 CPE rescue: inhibitors of DENV2 cytopathic effect, primary screen, cell-based, plate reader, single concentration; DENV2-infected cells, cytopathic effect rescue; CPE inhibition, % at 9.99 µM; 350,000 compounds, 1.7% hits; in the data active = CPE inhibition above about 20%, passing the limit was not always enough; inconclusive = no clear call, values can overlap the other calls; tested in BHK-21 cells;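 note: 0% = median of neutral control wells and 100% = median of positive control wells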
RAD54 branch: inhibitors of human RAD54 branch migration, primary screen, biochemical, fluorescence, single point | DNA repair and recombination protein RAD54-like (Homo sapiens), Q92698 | RAD54 Holliday junction branch migration, FAM/BHQ fluorescence | inhibition, % at 10.4 µM | 360,000 compounds, 0.14% hits | AID 602329, 2012;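 active = mean normalized replicate activity at least 40 and at least half of replicates scoring 40 or more; inconclusive = only one of the two criteria met; inactive = mean below 40 and under half of replicates reaching 40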;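 note: 0% = median of neutral control wells and 100% = median of positive control wells; inhibitors cause a drop in the FAM fluorescence signal; in these data hits start at about 50%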
F508del corr: F508del CFTR correction, initial screen, CFBE line, single point | CFBE cells, YFP halide quenching; stimulated with forskolin plus potentiator P3; % fluorescence drop versus neutral controls | activity (quench increase), % at 7.58 µM | 350,000 compounds, 0.36% hits;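 active = mean added fluorescence quench of at least 8% versus neutral control, with both replicates also reaching 8%; inconclusive = only one of the mean or replicate conditions met; inactive = mean below 8% and not both replicates reaching 8%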;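 note: cells transiently co-express mutant CFTR-F508del with the halide-sensitive YFP; corrector assay measuring rescue of mutant channel to the surface after 24 h compound exposure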
XiGFP reactiv: activators of inactive X chromosome reactivation, primary screen, imaging, XiGFP fibroblasts, GFP high-content imaging, set 2. activation, % at 7.58 µM. XiGFP mouse fibroblasts, % GFP-positive cells imaging, 3 d; cells co-treated with 5-aza-dC sensitizer; scaled so ellipticine positive control = 100%. 360,000 compounds, 0.055% hits;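 active = mean normalized replicate activation at least 10% and every replicate at or above 10%; inconclusive = only one of the two criteria met; inactive = mean below 10% and not all replicates reach 10%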;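 note: 0% = median of on-plate neutral control wells and 100% = ellipticine 6 µM median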
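System: 68-5-11 XiGFP fibroblast line | Buffer or medium: DMEM containing 5-aza-dC | Compound: Single point | Times: Compounds 3 days, fix/stain 15 min at room temperature | Benchmarks: Positive control ellipticine, 6 µM final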
INS-1E GSIS act: GLuc luminescence reporter in INS-1E cells, primary screen for activators of glucose-dependent secretion of insulin; INS-1E GLuc reporter insulin secretion, 2-3 h; activation, % at 16.6 µM; 370,000 compounds, 0.61% hits; AID 743287, 2014;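 active = lowest replicate activation of at least 40%, so every replicate reaches that level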;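 note: 0% = median of neutral control wells and 100% = median of IBMX positive control wells; some compounds called inactive have numbers as strong as hits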
E-selectin induc: E-selectin induction in HUVECs, primary screen, imaging, HUVEC, immunofluorescence imaging, single point. P16581. normalized: neutral wells 0, TNF-alpha wells 100. activation, % at 7.58 µM. 260,000 compounds, 0.37% hits. AID 686992, 2013;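 active = mean E-selectin-positive cell signal at least 10% of the positive control, reached in at least 60% of replicates, without over 20% cell loss; inconclusive = no rule given, readout overlaps actives, possibly toxicity-flagged; inactive = the rest, including those meeting only one limit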;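 note: in these data hits start at about 27%; measured in HUVEC primary endothelial cells; signal is the percent of cells scored E-selectin positive by PE staining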
Target sequence (P16581 whole entry, looked up): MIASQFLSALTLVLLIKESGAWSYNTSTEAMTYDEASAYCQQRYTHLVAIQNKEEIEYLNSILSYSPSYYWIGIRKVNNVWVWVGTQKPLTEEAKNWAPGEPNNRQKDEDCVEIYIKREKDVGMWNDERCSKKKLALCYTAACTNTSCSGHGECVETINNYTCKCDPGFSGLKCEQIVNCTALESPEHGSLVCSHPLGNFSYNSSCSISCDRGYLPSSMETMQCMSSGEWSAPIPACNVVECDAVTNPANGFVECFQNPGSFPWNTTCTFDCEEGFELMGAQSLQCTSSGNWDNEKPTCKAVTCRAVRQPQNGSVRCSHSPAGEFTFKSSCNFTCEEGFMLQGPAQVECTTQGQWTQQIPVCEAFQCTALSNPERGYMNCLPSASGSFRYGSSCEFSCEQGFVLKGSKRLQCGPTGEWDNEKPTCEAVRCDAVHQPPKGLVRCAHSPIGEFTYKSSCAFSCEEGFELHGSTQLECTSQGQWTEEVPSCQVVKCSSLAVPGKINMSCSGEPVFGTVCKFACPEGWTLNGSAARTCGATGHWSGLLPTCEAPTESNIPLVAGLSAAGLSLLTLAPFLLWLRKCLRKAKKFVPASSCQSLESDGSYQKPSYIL
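Assay system: HUVEC primary endothelial cells. Input: 3,000 HUVEC seeded per well. Doses: one compound dose added by pin transfer. Read-out basis: % PE-positive cells. Benchmarks: TNF-alpha high, DMSO low. Detection: immunofluorescence imaging. Buffer or medium: EGM-2, gelatin.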
Casp6 inh: human caspase-6 inhibitors, primary screen, biochemical, VEID-R110 fluorescence, single point, set 2; P55212; purified caspase-6, Z-VEID-R110 cleavage fluorescence; inhibition, % at 12.5 µM; 350,000 compounds, 0.53% hits;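 active = mean inhibition across replicates at least about 35%, with every replicate also reaching that limit, limit read from the data; inconclusive = only one of the two criteria met; inactive = neither criterion met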;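 note: 0% = median of neutral control wells and 100% = no fluorescence left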
Target sequence (P55212 24-179 limits assumed): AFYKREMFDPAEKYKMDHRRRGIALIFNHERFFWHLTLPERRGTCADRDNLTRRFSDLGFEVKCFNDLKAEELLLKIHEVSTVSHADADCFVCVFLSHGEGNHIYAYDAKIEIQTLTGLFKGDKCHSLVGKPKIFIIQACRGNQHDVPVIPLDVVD
Target sequence (P55212 194-293 limits assumed): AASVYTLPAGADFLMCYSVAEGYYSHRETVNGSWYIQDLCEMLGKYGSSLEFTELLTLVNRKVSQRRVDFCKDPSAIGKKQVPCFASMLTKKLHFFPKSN
RAD52 inh: RAD52 DNA annealing inhibitors, primary screen, biochemical, FRET, single point, set 2 | 360,000 compounds, 0.46% hits | inhibition, % at 18.7 µM | AID 651710, 2012 | recombinant RAD52 DNA annealing, FRET fluorescence;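 active = every replicate showing at least 50% inhibition; inconclusive = mean inhibition at least 50% but not in every replicate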
Starred values were filed as active, the others as inactive; ? = inconclusive; · = no result given.

SMILES	DENV2 CPE rescue	RAD54 branch	F508del corr	XiGFP reactiv	INS-1E GSIS act	E-selectin induc	Casp6 inh	RAD52 inh
CCOC(=O)c1sc(NC(=O)CSc2nc(O)c(Cc3ccccc3)c(=O)[nH]2)nc1C	-2.7	·	-1.4	0.0	-13.8	-0.1	11.6	4.3
Nc1cc(C(F)(F)F)ccc1-n1cccc1	-0.7	·	-1.0	0.0	-14.2	0.0	-1.8	-2.9
C[C@@H]1CCCCO[C@@H](CN(C)Cc2ccncc2)[C@@H](C)CN([C@H](C)CO)C(=O)c2cc(NS(=O)(=O)c3ccccc3)ccc2O1	7.2	-1.8	2.5	0.0	24.2	·	0.2	19.0
Fc1cccc(Cc2c(-c3ccccc3)nc3ccc(Cl)cn23)c1	-7.9	4.6	-1.9	0.0	1.9	-0.3	-3.2	-44.3
Cc1ccc2c(c1)C(=O)C(=O)N2CCCOc1ccccc1C	-2.1	·	5.8	0.2	5.4	·	4.6	-5.2
CN(C)C(C(=O)Nc1cc(Cl)cc(Cl)c1)c1ccccc1 (stereo not given)	0.2	-5.8	3.2	0.1	-24.8	·	0.4	-4.6
Cc1cccc(N(CC(=O)NC2CCCCC2)C(=O)CCCC(=O)Nc2ccccn2)c1C	-0.7	·	1.4	0.0	1.6	0.5	-0.1	-5.5
O=S(=O)(NCc1cccnc1)c1ccc2ccccc2c1	7.3	-1.0	-2.7	0.0	15.7	·	-0.7	-6.7
COc1ccc2c3c(n(C)c2c1)[C@@H](CO)N(C(=O)Nc1ccc(F)cc1)CC31CCN(C(=O)CC2CC2)CC1	0.8	·	3.1	0.2	-24.0	-0.4	·	·
Cc1ccc(CNc2nc(Cl)c(C#N)s2)cc1	-4.4	·	-3.3	0.2	5.1	-1.3	-0.1	-15.9
C[C@H](CO)N1C[C@H](C)[C@@H](CN(C)C)Oc2ccc(NS(=O)(=O)c3ccc(Cl)cc3)cc2CC1=O	5.6	1.2	0.6	-1.1	11.9	·	1.0	3.7
O=C(COC(=O)c1ccc([N+](=O)[O-])o1)NC1CCCc2ccccc21 (stereo not given)	5.3	-6.1	3.9	0.3	-7.2	-0.8	24.7	2.5
CCOC(=O)N1CCN(C(=O)CCn2c(=S)[nH]c3ccccc3c2=O)CC1	-5.4	3.9	-0.4	0.2	-8.7	·	1.5	-8.5
O=C(C[C@H]1CC[C@H]2[C@@H](COC[C@@H](O)CN2Cc2cccc(C(F)(F)F)c2)O1)NCc1ccc(Cl)cc1	5.2	-3.5	-0.3	0.0	-4.7	0.1	3.6	12.2
CCOc1c(N2CCOCC2)c(=O)c1=O	?	-3.7	0.1	-0.1	12.4	-0.2	-2.2	-10.3
O=C(NC(c1ccc(Cl)cc1)c1ccsc1)C1CCN(Cc2cccc(C(F)(F)F)c2)CC1 (stereo not given)	-3.1	7.9	0.0	0.0	-11.6	0.0	0.8	7.2
O=C(C[C@H]1C=C[C@@H](NC(=O)CN2CCOCC2)[C@@H](CO)O1)NCc1cccc(F)c1	17.3	-3.0	-1.4	0.0	0.1	0.0	-2.0	-8.6
COc1ccc(CN(CC(=O)NC2CCCC2)C(=O)c2ccc(-c3ccccc3)[nH]2)cc1	-2.6	·	3.8	0.3	-8.2	2.4	0.0	0.8
Cc1c(C(=O)NCc2ccc(F)cc2)sc(=O)n1Cc1ccccc1F	-9.7	-7.8	-1.5	0.0	-7.5	·	0.6	-13.8
O=C(CN1CCN(c2ccccn2)CC1)Nc1cccc(F)c1	-5.8	-0.9	2.0	0.4	-0.3	·	1.7	-3.2
CC(C)(C)c1nn(-c2ccccc2)c2[nH]c(=O)c(C=O)cc12	7.1	-6.5	-3.1	0.2	-2.8	·	0.1	-25.4
CN(C)c1ccc2c(c1)Sc1cc(N(C)C)ccc1N2C(=O)c1ccccc1	-9.9	14.0	-2.2	0.0	2.3	0.1	-0.2	12.6
CC[C@]12c3[nH]c4cc(CCC(=O)N(C)C)ccc4c3CCN1C(=O)[C@@H](CC(=O)NC/C=C(\C)CCC=C(C)C)C[C@@H]2C(=O)N1CCN(C(=O)C2CC2)CC1	-4.8	-7.9	-1.7	0.2	-47.9	0.4	1.3	-14.6
COCC#Cc1cnc2c(c1)C(=O)N([C@@H](C)CO)C[C@H](C)[C@@H](CN(C)S(=O)(=O)c1cn(C)cn1)O2	7.9	·	-2.1	-1.2	27.2	0.2	1.1	-7.7
COc1cccc2cc(C(=O)Nc3cc(C)cc(C)c3)/c(=N/NS(=O)(=O)c3ccccc3)oc12	1.8	-4.4	3.3	0.0	-8.6	·	0.8	-6.9
O=C(c1cc(=O)c2ccccc2o1)N1CCN(c2ccccc2)CC1	-1.2	·	-2.4	0.0	·	-0.5	0.7	0.5
C[C@@H]1CCCCO[C@@H](CN(C)Cc2ccc3c(c2)OCO3)[C@@H](C)CN([C@H](C)CO)C(=O)c2cc(NC(=O)CCC(F)(F)F)ccc2O1	3.3	0.7	1.8	0.0	14.2	0.0	-1.0	4.7
Cc1cc(Cc2ccc(N)c(C)c2)ccc1N	-2.6	0.3	1.3	0.0	9.4	10.8	-1.0	-12.1
Cc1ccc(C(=O)CSc2nc3c([nH]2)c(=O)n(C)c(=O)n3C)cc1	-0.8	·	1.1	0.0	22.8	2.0	-2.2	-76.9
O=C(Nc1ccc(F)cc1)N[C@@H]1CC[C@@H](CC(=O)N2CCCCC2)O[C@H]1CO	?	-2.9	-1.3	0.5	-1.5	0.3	-0.5	12.4
COc1ccc(NC(=O)c2c(N)cnn2C)cc1	-0.6	-6.3	-0.5	0.0	-0.2	17.5	1.2	3.8
COc1ccccc1C(=O)Nc1ccc2c(c1)nc(CCNC(=O)c1ccccc1)n2C	-1.2	0.6	-1.3	0.1	·	3.0	-0.1	8.3
CO[C@@H]1CN(C)C(=O)c2ccc(NC(=O)C3CCCCC3)cc2OC[C@H](C)N(C(=O)c2ccccc2)C[C@@H]1C	-9.9	3.5	-1.5	0.3	-23.5	-0.1	-3.1	-5.8
CC(C)(C)c1ccc(C2C3=C(CCCC3=O)NC3=C2C(=O)c2ccccc23)cc1 (stereo not given)	4.2	7.5	2.2	·	4.8	·	0.0	1.0
O=C(NC[C@H]1CC[C@@H]2[C@@H](CN2S(=O)(=O)c2ccccc2[N+](=O)[O-])O1)C1CC1	1.3	·	-3.1	·	·	·	2.2	-12.6
C[C@H]1CCCCO[C@@H](CN(C)C(=O)Nc2ccccc2)[C@@H](C)CN([C@@H](C)CO)C(=O)c2cc(NC(=O)C3CCCCC3)ccc2O1	-14.6	1.0	2.4	0.3	-17.1	1.4	2.7	10.4
Cc1cccc2sc(NC(=O)[C@H](C)N3C(=O)C4CC=CCC4C3=O)nc12 (stereo not given in full)	-0.2	·	0.2	-0.6	-46.3	·	-1.4	-198.7
CC(C)NC(=O)N1CCCCN2[C@H](C1)[C@H](c1ccc(C#CC3CC3)cc1)[C@@H]2CO	-10.4	1.4	-0.4	0.0	7.5	0.3	-1.1	-10.3
CCCCCCc1c(C)c2ccc(OCC(=O)N[C@@H](Cc3ccccc3)C(=O)O)cc2oc1=O	?	6.3	-1.1	·	·	·	21.2	-14.9
Cc1sc2nc(SCC(=O)NCc3ccco3)[nH]c(=O)c2c1C	3.9	-5.0	0.8	0.4	-4.7	0.5	-4.9	-51.7
N#CC1(C#N)C(c2ccccc2)OC23CCCCC2C1(C#N)C(=N)O3 (stereo not given)	·	-33.6	·	0.2	3.7	-0.3	·	·
COC(=O)c1ccc2cc(OC)cc([N+](=O)[O-])c2n1	-6.4	·	·	0.0	·	·	-3.6	-6.3
CN(CC(=O)Nc1ccc(F)cc1)C(=O)COC(=O)COc1ccc(C#N)cc1	9.4	-2.1	2.0	0.0	-4.8	1.8	-3.0	-7.1
C[C@H](O)[C@@H]1CN2CCc3c([nH]c4ccccc34)[C@@H]2C[C@@H]1N(C)C(=O)NC1CCCCC1	9.4	·	2.3	0.3	0.7	0.1	-1.7	-39.6
Cc1cc(NC(=O)COC(=O)C2=NN(c3ccccc3)C(=O)CC2)c([N+](=O)[O-])cc1C	-1.3	-1.0	1.5	0.0	3.7	-0.1	0.0	-18.0
COc1ccc(NC2CCCN(C(=O)COc3ccc(C(C)=O)cc3)C2)cc1 (stereo not given)	?	17.2	4.5	0.1	-3.9	0.2	1.0	2.2
C/C=C/c1cnc2c(c1)C(=O)N([C@@H](C)CO)C[C@@H](C)[C@H](CN(C)C(=O)Nc1c(C)noc1C)O2	3.4	-1.2	-1.0	-0.3	6.3	-1.6	-2.4	0.1
CC(Sc1nccn1C)C(=O)NC1(C#N)CCCCC1 (stereo not given)	4.2	-11.5	1.9	0.1	14.0	-1.0	3.0	-7.7
C[C@H]1CN([C@@H](C)CO)C(=O)c2cc(C#CC3(O)CCCC3)cnc2O[C@@H]1CN(C)C(=O)Cc1ccccc1	8.1	1.5	0.8	-1.0	6.5	-0.2	1.2	4.1
C[C@@H]1CN([C@H](C)CO)C(=O)c2cc(NC(=O)C3CC3)ccc2O[C@@H]1CN(C)Cc1ccncc1	-0.1	-1.4	2.8	0.3	-2.1	0.7	-1.9	-8.9
Cc1ccc(NC(=O)COC(=O)c2ccccc2F)cc1S(=O)(=O)N1CCCCC1	4.5	-0.1	-2.3	-0.1	-9.0	0.0	2.7	-18.7
O=C(CN1CCc2ccccc2C1)Nc1ccccc1F	3.8	-0.9	0.2	0.1	-1.5	-0.1	-0.7	-12.8
CC(=O)N/C(=C/c1ccc(OS(=O)(=O)c2ccc(C)cc2)cc1)C(=O)NCCCO	-4.9	-7.1	-1.5	0.0	6.4	·	1.0	-11.1
CN(C)CCN(Cc1ccccc1)c1nccc(N(C)C)c1C#N	14.5	-13.0	-2.4	·	7.3	·	-1.3	0.3
O=C(Nc1ccc(C(=O)N2CCOCC2)cc1)c1ccccc1[N+](=O)[O-]	-5.7	-2.5	0.4	0.2	·	-0.2	1.3	-5.4
CCc1c(N)nc(N)nc1Nc1ccccc1C	-2.2	-1.9	-1.3	0.1	·	0.2	1.3	-9.0
CO[C@@H]1CN(C)C(=O)c2cc(NS(C)(=O)=O)ccc2OC[C@H](C)N(CC2CC2)C[C@H]1C	?	-0.7	1.0	0.0	14.0	-0.1	-3.2	-1.1
Cc1ccccc1Nc1cc(C(=O)NCC2CCCO2)c2ccccc2n1 (stereo not given)	1.1	3.7	0.0	0.1	6.4	0.0	-2.1	-12.1
CCn1nc(NS(=O)(=O)c2ccccc2)c2cc3ccccc3nc21	5.9	-15.4	-0.1	0.3	31.2	1.6	4.8	-15.0

Screening results: PubChem, Broad Institute
